Compound activity as filed in PubChem BioAssay.
Artemis inh: blocks endonuclease activity of human Artemis; recombinant Artemis, quenched FAM hairpin cleavage fluorescence; hit rate 0.78% among 30,000; Q96SD1; inhibition, % at 10 µM;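 active = at 10 µM dose, at least 30% inhibition, measured as corrected fluorescence normalized to stimulator and neutral control wells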
Target sequence (Q96SD1 whole entry, looked up): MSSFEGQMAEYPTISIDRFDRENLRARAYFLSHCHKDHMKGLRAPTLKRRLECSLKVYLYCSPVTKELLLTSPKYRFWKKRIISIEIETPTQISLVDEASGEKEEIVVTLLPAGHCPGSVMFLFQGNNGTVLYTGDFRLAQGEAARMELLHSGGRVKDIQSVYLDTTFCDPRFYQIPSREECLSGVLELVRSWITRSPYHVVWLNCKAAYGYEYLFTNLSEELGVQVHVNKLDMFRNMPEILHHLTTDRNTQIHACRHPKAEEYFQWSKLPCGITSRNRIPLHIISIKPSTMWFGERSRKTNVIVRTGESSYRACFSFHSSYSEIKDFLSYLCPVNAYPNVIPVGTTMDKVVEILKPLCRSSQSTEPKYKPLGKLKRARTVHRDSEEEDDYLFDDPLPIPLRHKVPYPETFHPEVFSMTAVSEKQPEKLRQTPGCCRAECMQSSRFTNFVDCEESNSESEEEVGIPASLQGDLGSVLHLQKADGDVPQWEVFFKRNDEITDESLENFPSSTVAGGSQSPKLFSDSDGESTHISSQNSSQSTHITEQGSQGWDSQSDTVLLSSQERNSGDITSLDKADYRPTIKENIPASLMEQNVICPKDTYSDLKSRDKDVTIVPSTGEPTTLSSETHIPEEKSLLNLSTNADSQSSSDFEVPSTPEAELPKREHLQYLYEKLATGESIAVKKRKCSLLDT
* marks the source's active call; other numbers are inactive results.

smiles	Artemis inh
O=C(Nc1ccc(Cl)cn1)c1cc(S(=O)(=O)N2CCCCC2)ccc1Cl	4
CCCN(CCC)CC(=O)Nc1cccc2c1OCO2	-1
COC(=O)C1=C(C(C)=O)C(c2ccc(C(=O)OC)cc2)n2nnnc2N1 (centres undefined)	0
O=C1CC(=C(c2ccccc2)c2ccccc2)C(=O)N1CCCCN1CCN(c2cccc(Cl)c2)CC1	14
C1=C(c2cccc3ccccc23)N2CCN=C2S1	-1
O=C(Nc1cccc(-c2nc3ccccc3o2)c1)c1ccc(N2C(=O)C3C4C=CC(C4)C3C2=O)cc1 (centres undefined)	-1
CS(=O)(=O)c1ccc(N2CCN(C3CC(=O)NC3=O)CC2)cc1 (centres undefined)	0
Cn1c(=O)c2c(nc(N3CCCCC3)n2C)n(C)c1=O	-10
CC1=C(C(=O)OCc2ccccc2)C(c2ccc(N3CCOCC3)cc2)NC(=O)N1 (centres undefined)	-1
CC(C)c1ccc(-c2nc3c([nH]2)c(=O)n(C)c(=O)n3C)cc1	3
COc1ccc(S(=O)(=O)Nc2cc(C)on2)cc1OC	-1
O=S(=O)(c1ccccc1)N1CCN(c2nnnn2-c2ccccc2)CC1	1
CCc1nnc(N2C(=O)c3cccc4cccc(c34)C2=O)s1	7
CC1CCN(Cc2cnc(Cl)s2)CC1	0
CCCOc1ccc2oc(=O)c3c(c2c1)CCCN3C(=O)CN1CCc2ccccc2C1	19
CC(=O)c1cccc(-n2nnnc2SCC(=O)Nc2ccccc2N2CCCCC2)c1	15
Cc1ccccc1OCCn1cnc2c(N)ncnc21	19
CCOC(=O)c1ccc(NS(=O)(=O)c2ccc3c(c2)CCCN3C(C)=O)cc1	4
Cn1nc(CC(=O)NCc2cccc3ccccc23)c2ccccc2c1=O	-1
CCCc1cc(=O)n2[nH]c(NCc3c(F)cccc3Cl)nc2n1	-16
CC(C)CC(=O)NC(=S)N1CCCCCC1	-12
CCCCOC(=O)C1=C(C)NC2(O)c3ccccc3C(=O)C12O (centres undefined)	6
Cc1cc(C)n2nc3nc(N4CCCC4)nc(-c4ccccc4)c3c2n1	19
Cc1ccccc1CSc1nnc(-c2cccnc2)n1N	-1
O=C(O)CSc1cnc2ccccc2n1	-4
COc1ccc(OC)c(S(=O)(=O)N2CCC(C(=O)NCc3ccccc3OC)CC2)c1	-8
O=C(Cc1ccc(Br)cc1)c1ccc(O)cc1O	-5
c1ccc(CCNc2nc3ccccc3n3nnnc23)cc1	-4
COC(=O)c1ccccc1NC(=O)c1ccccc1OC	0
COc1cc(OC)cc(C(=O)NNC(=O)NC2CCCCC2)c1	4
O=C(Nc1ccncc1)c1cc2ccccc2o1	-1
C=CCOC(=O)C1=C(C)OC(N)=C(C#N)C1c1ccccc1F (centres undefined)	-8
CNC(=O)c1cc2c(=O)n3cc(C)ccc3nc2n(C(C)C)c1=N	5
CCOC(=O)CC(=O)CSc1nc(C)nc2c1oc1ccccc12	1
CN(C)/C=N/c1c(C#N)cnn1-c1ncnc2sc(-c3ccccc3)cc12	6
CC(=O)Nc1ccc(S(=O)(=O)N2CCSC2c2ccccc2Cl)cc1 (centres undefined)	-8
CNC(=O)C1CCC(=O)N1Cc1ccc(C)cc1 (centres undefined)	2
Cc1cc2ncn(C(=O)N3CCOCC3)c2cc1C	-2
O=C1COc2ccccc2CN1	-5
O=c1c(-c2ccccc2)coc2c(CN3CCOCC3)c(O)ccc12	-4
O=C(CCCCn1c(=O)c2ccccc2n(CC(=O)NC2CCCC2)c1=O)NC1CCCC1	9
CCS(=O)(=O)NCCc1csc(-c2ccccc2)n1	2
COCC(C)n1c(C)cc(C(=O)COC(=O)c2n[nH]c3ccccc23)c1C (centres undefined)	12
c1ccc(CSc2nnc(-c3c[nH]c4ccccc34)o2)cc1	-1
Cc1ccc(C(=O)N/N=C/c2ccc([N+](=O)[O-])s2)cc1	11
CCCNc1cc(=O)n(C)c(=O)n1C	1
Cc1cc(C)nc(SCc2ccccc2C#N)n1	-5
Cc1cccnc1NC(=O)C(C)Oc1ccccc1 (centres undefined)	6
Clc1cc2nc3ccccn3c2cc1Cl	1
CCOC(=O)C1=C(O)/C(=C/c2ccc(CNC(=O)C(=O)Nc3ccc(C)cc3)o2)N=C1C	18
Cn1cnnc1SCC(=O)Nc1ccc2nc(SCc3ccccc3)sc2c1	3
COc1ccc2c(c1OC)C(=O)N1C2SC[C@H]1C(=O)NC1CC(C)(C)NC(C)(C)C1 (some centres undefined)	3
COC(=O)/C=C/C(=O)NCc1ccco1	25
CC(=O)N1CCN(C(=S)c2ccc([N+](=O)[O-])cc2)CC1	4
CCN(CC(=O)Nc1ccc(S(N)(=O)=O)cc1)S(=O)(=O)c1cc(C)ccc1OC	1
Cc1ccc(C(=O)NCc2ccco2)cc1[N+](=O)[O-]	4
CCOC(=O)Cc1nnc2c(Nc3ccccc3F)nc3nonc3n12	2
NC(=O)CSc1nnc(-c2cc3ccccc3o2)n1Cc1ccccc1	-11
Oc1ccc(C(=S)N2CCCCC2)cc1	4
Cn1ncc2c(=O)n(CC(=O)NC34CC5CC(CC(C5)C3)C4)cnc21	2

Look-ups from above.
For Artemis inh, Cc1cccnc1NC(=O)C(C)Oc1ccccc1 (centres undefined) has the entry 6
For Artemis inh, Cn1cnnc1SCC(=O)Nc1ccc2nc(SCc3ccccc3)sc2c1 has the entry 3
For Artemis inh, Cn1ncc2c(=O)n(CC(=O)NC34CC5CC(CC(C5)C3)C4)cnc21 has the entry 2

Next records.
smiles	Artemis inh
COc1cc(C(=O)Nc2cc(C(F)(F)F)ccc2Cl)cc(OC)c1OC	-2
CCOc1ccc(-c2[nH]ncc2Oc2ccccc2OCC)c(O)c1	16
CCNc1nc2nonc2nc1NCC	-5
COc1ccc2c(c1OC)C(C1c3c(cc4c(c3OC)OCO4)CCN1C)OC2=O (centres undefined)	-1
O=C(NCCCC(=O)N1CCOCC1)c1cccnc1	-10
CC(=O)Nc1nc(C)c(Cc2ccccc2)c(=O)[nH]1	-3
O=C(COc1ccc2c(c1)OCO2)Nc1ccc2c(c1)oc1ccccc12	-1
COc1ccc(/C(C)=N/NC(=O)c2nc(C)cc(C)n2)cc1	-3
CCOC(=O)N1CCC(NC(=O)c2cc3cc4cc(OC)ccc4nc3o2)CC1	3
CN(C)CCNC(=O)NC1CCCCC1	6
O=C(NCc1cccs1)c1ccc(N2CCCC2=O)cc1	-3
C#CCOc1c(Br)cc(/C=N\NC(=O)CN2CCOCC2)cc1OCC	7
CCOc1ccc(Oc2nc(NCC(C)C)nc(N(C)C)n2)nn1	-1
COc1ccc(OCCC(=O)OCc2c(C)noc2C)cc1	-14
O=C1c2ccccc2S(=O)(=O)N1CC(O)Cn1c2ccccc2c2ccccc21 (centres undefined)	5
C=CCNC(=O)C1=NOC(CNC(=O)c2c(-c3ccccc3Cl)noc2C)C1 (centres undefined)	-4
O=C(Nc1cccc(O)c1)N1CCOCC1	-3
FC(F)(F)c1ccc2c(c1)nc1n2CCCC1	-13
O=C(NCc1cccs1)C1CCCN(S(=O)(=O)c2cccs2)C1 (centres undefined)	-2
OC(COCC1COc2ccccc2O1)CN1CCN(c2ccccc2)CC1 (centres undefined)	-4
O=C(c1ccc(COc2c(F)c(F)c(F)c(F)c2F)o1)N1CCOCC1	2
N#Cc1ccc(COc2ccc(CCO)cc2-n2nc3ccccc3n2)cc1	-7
CCN(CC)C(=O)C(=O)N/N=C/c1ccc(Br)cc1	-1
O=C(CN1CCN(S(=O)(=O)c2ccc(Cl)cc2)CC1)Nc1ccc2c(c1)OCCO2	1
CC(=O)C1=C(O)C(=O)N(CCCCCC(=O)O)C1c1ccc(N(C)C)cc1 (centres undefined)	-6
CCc1nc2scc(-c3cccs3)c2c(=O)o1	1
Oc1c(Cl)cccc1C=Nc1cc(C(F)(F)F)ccc1N1CCCC1	-3
O=C(CCSCCc1ccncc1)NCCCN1CCOCC1	-7
CC(C)CC(=O)Nc1ccccc1Oc1ccccc1	-2
COC(=O)c1ccc(NC(=S)NCCc2ccccc2)cc1	-11
CCOc1ccc(N2CC(C(=O)N3CCc4ccccc4C3)CC2=O)cc1 (centres undefined)	11
Fc1ccc(CO/N=C/C2=C(Cl)c3ccccc3CC2)cc1	10
COC(=O)c1c(-c2cccc3ccccc23)csc1NC(=O)Cc1ccc(OC)c(OC)c1	-4
N#Cc1cc2c(nc1SCC(=O)Nc1sc3c(c1C#N)CCC3)CCC2	10
O=C(O)Cc1coc(-c2ccc(F)cc2)n1	2
COCCn1nnnc1C(c1cccc(OC)c1OC)N1CCN(C2CCCCC2)CC1 (centres undefined)	2
OCCN1CCN(C(=S)NCCc2ccccc2)CC1	10
C=CCn1c(SCC(=O)Nc2ccccc2)nc2scc(-c3cccs3)c2c1=O	11
Cc1nnc(C)n1/N=C/c1cccn1C	2
COc1ccccc1NC(=O)CN1CCN(C(=O)c2ccco2)CC1	-3
COc1ccccc1-n1cnc2cc(C(=O)NCC3CCCO3)ccc21 (centres undefined)	-1
c1ccc2c(c1)nc(Nc1ccc3c(c1)OCO3)c1nnnn12	2
O=C(c1ccco1)N1CCN(C(=O)C2CCN(S(=O)(=O)Cc3ccccc3)CC2)CC1	-2
CCOc1ccccc1Oc1cn[nH]c1-c1ccc(OC)cc1O	4
O=C(NCCCN1CCCCCC1)c1ccc(CS(=O)(=O)Cc2ccccc2F)o1	27
Cc1ccccc1Cn1ccc(NC(=O)c2nc3ncccn3n2)n1	-14
Cc1ccccc1-c1coc2cc(O)ccc2c1=O	8
O=C(N/N=C/C1C(c2ccccc2)C1(Cl)Cl)c1cccc(Br)c1 (centres undefined)	10
COC(=O)C1=C(C)N(C)C(=O)/C1=C\c1ccco1	-1
Cc1onc(-c2ccccc2Cl)c1C(=O)NCc1cccs1	4
CC(C)CNC(=O)c1cc2nc3c(c(C(F)(F)F)n2n1)CCc1ccccc1-3	1
O=[N+]([O-])c1ccc([C@H](O)[C@H](CO)N=Cc2ccccc2O)cc1	-18
Cc1ccccc1Cn1c(=O)n(CCCC(=O)NCc2ccco2)c(=O)c2ccccc21	3
CCN(C(=O)Cc1ccc(Br)cc1)C1CCCCC1	0
CC(NC(=O)C1CC2CCCC(C1)C2=O)c1ccccc1 (centres undefined)	5
Cc1occc1-c1nnc(SCC(=O)NCCc2ccccc2)n1Cc1ccccc1	5
COc1cccc(NC(=O)NCCCN2CCN(c3ccc(F)cc3)CC2)c1	-8
O=C(CSc1nnnn1-c1ccccc1)N1CCN(C(=O)c2ccco2)CC1	5
C/C(Cl)=C\CNC(C)c1ccccc1 (centres undefined)	-2
CCNC(=O)NC(C(=O)OC)C12CC3CC(CC(C3)C1)C2 (centres undefined)	-8

Next part, starting with the last 7 of the part before.
smiles	Artemis inh
CCN(C(=O)Cc1ccc(Br)cc1)C1CCCCC1	0
CC(NC(=O)C1CC2CCCC(C1)C2=O)c1ccccc1 (centres undefined)	5
Cc1occc1-c1nnc(SCC(=O)NCCc2ccccc2)n1Cc1ccccc1	5
COc1cccc(NC(=O)NCCCN2CCN(c3ccc(F)cc3)CC2)c1	-8
O=C(CSc1nnnn1-c1ccccc1)N1CCN(C(=O)c2ccco2)CC1	5
C/C(Cl)=C\CNC(C)c1ccccc1 (centres undefined)	-2
CCNC(=O)NC(C(=O)OC)C12CC3CC(CC(C3)C1)C2 (centres undefined)	-8
CC(c1ccco1)N(C(=O)C12CC3CC(CC(C)(C3)C1)C2)c1ccccn1 (centres undefined)	2
O=C1CC(=O)N(CCc2ccc(F)cc2)C(=O)N1	1
O=C(CN(Cc1ccco1)C(=O)CCC(=O)Nc1nccs1)NCc1ccccc1	-8
CCOC(=O)c1[nH]c2ccc(OCC)cc2c1NC(=O)CN1CCC2(CC1)OCCO2	-7
O=c1cc(O)c2c(=O)[nH]c(=O)n(-c3ccccc3)c2[nH]1	-1
COc1ccc(C(=O)Nc2ccc(OCC(F)(F)C(F)F)c(C(F)(F)F)c2)cc1OC	10
O=C(Nc1nc2n(n1)C(c1ccccc1)CC(c1ccc(Cl)cc1)N2)c1ccco1 (centres undefined)	31*
Cc1cc(=O)[nH]c(SCC(=O)Nc2cccc(C(F)(F)F)c2)n1	2
O=C(Cn1c(NCCO)nc2ccccc21)NCCc1ccc(F)cc1	-6
COC(=O)c1ccccc1NC(=O)Cn1cc(Br)cn1	-4
CCCC1(c2ccccc2)NC(=O)N(CC(=O)c2[nH]c(C)c(C(=O)OCC)c2C)C1=O (centres undefined)	12
CCCCOc1ccc(-c2nc(-c3cccnc3)no2)cc1	6
O=C(CSc1nnc2c(n1)[nH]c1ccccc12)OCc1ccccc1	1
CCOC(=O)c1ccccc1NC(=O)C1COc2ccccc2O1 (centres undefined)	4
Cc1nc(-c2ccccc2)sc1C(=O)CSc1ccc(F)cc1	1
CCCNC(=O)NS(=O)(=O)c1cnccc1Sc1ccc(Cl)cc1	-5
CC(C)n1c(-c2ccc(N(C)C)cc2)nc2ccccc21	-6
O=C(O/N=C\c1ccc(N2CCOCC2)c([N+](=O)[O-])c1)c1ccccc1Cl	11
CCOc1cc2c(cc1C(C)(C)C)NC(=O)CS2	-4
O=C1CCCC2=C1C(c1ccccc1O)C1=C(CCCC1=O)O2	-3
COC(=O)C1=C(C)N(C2CCCC2)C(=O)C1(NC(C)=O)C(F)(F)F (centres undefined)	-7
CS(=O)(=O)Nc1ccccc1C(=O)N1CCCC1	-4
O=C(CCl)NNc1cccc(Cl)n1	-6
Cc1ccc(S(=O)(=O)N(CC(O)CN2CCOCC2)c2cc(Cl)ccc2Cl)cc1 (centres undefined)	3
O=C1CN(c2nnnn2-c2ccccc2)CCN1	0
COC(=O)c1nnn(Cc2ccccc2)c1N	-6

Reformatted field by field: part of the list above.
CCCNc1cc(=O)n(C)c(=O)n1C
  Artemis inh: 1
Cc1cc(C)nc(SCc2ccccc2C#N)n1
  Artemis inh: -5

A portion of the library; the hit share may differ from the screen's.
